Source: PubChem BioAssay
SSB-PriA inh: inhibitors of Klebsiella pneumoniae PriA binding to SSB C-terminal tail; AlphaScreen SSBct-PriA binding, biotinylated peptide; inhibition, % at 33 µM; hit rate 0.6% among 430,000; AID 1272365; in the data active = inhibition mostly above about 37%, no sharp cut-off; inactive = mostly below about 20%;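 also: plate controls were negative control peptide for no effect and reference peptide for full effect; strong numbers were not always called active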
An asterisk follows results filed as active; & = joins results of further samples. Some of the compounds tested, so the mix of outcomes need not match the whole.

SMILES	SSB-PriA inh
Cc1ccccc1-c1nsc(SCC(=O)Nc2cccc(C)c2C)n1	-48&-12
COCCCN1C(=O)c2ccc3c(=O)n4c5ccccc5nc4c4ccc(c2c34)C1=O	-3
COc1cc2nc3sc(Nc4ccc(F)c(Cl)c4)nn3c(=O)c2cc1OC	-3
CCS(=O)(=O)N1CCCc2cc(NS(=O)(=O)c3c(C)n[nH]c3C)ccc21	-5
O=C(COc1ccc(Cl)cc1Cl)N1CCN(C(=O)C2CC2c2ccccc2)CC1 (stereo not given)	2
COc1ccc(C(O)=C2C(=O)C(=O)N(CCN3CCOCC3)C2c2ccccn2)cc1 (stereo not given)	-6
O=c1oc2ccccc2c(O)c1C=Nc1ccccc1Br	-16&-1
COC(=O)N1CCc2ccc(Br)cc2C1C(=O)Nc1cccc2cccnc12 (stereo not given)	-16
COCCN1CCC(CNS(=O)(=O)CCc2ccccc2)CC1	-7
Cc1cccc(NC(=O)Nc2cc(N3CCN(C)CC3)ncn2)c1C	-7
Cc1cc(C)cc(NC(=O)CN2CCC(C(=O)NCc3nc4ccccc4[nH]3)CC2)c1	0
Cc1ccc(-c2cc(CNC(=O)c3ccc(OC(C)C)cc3)no2)cc1	-5
O=[N+]([O-])c1cc([N+](=O)[O-])c2cccnc2c1Cl	81*
SCCc1nc2ccccc2[nH]1	-1
N#C/C(=C/c1ccc2c(c1)OCO2)c1nnc2n1CCCCC2	-3
O=C(Nc1nonc1-c1ccc(Cl)cc1)c1ccccc1Br	-2
CC(=O)N1CCc2c(sc(NC(=O)c3ccc(S(=O)(=O)N4CCOCC4)cc3)c2C#N)C1	-5
Cn1cc(-c2ccco2)nc1CCNC(=O)CSc1ccc(F)cc1	21
O=C(NN=Cc1c(O)ccc2ccccc12)Nc1ccccc1	-4
O=C(NCCS(=O)(=O)N1CCN(c2ncccn2)CC1)c1c(F)cccc1Cl	-15

Seven structures from above, sorted by molar mass, ascending.
SMILES	SSB-PriA inh
SCCc1nc2ccccc2[nH]1	-1
O=C(NN=Cc1c(O)ccc2ccccc12)Nc1ccccc1	-4
N#C/C(=C/c1ccc2c(c1)OCO2)c1nnc2n1CCCCC2	-3
Cc1cccc(NC(=O)Nc2cc(N3CCN(C)CC3)ncn2)c1C	-7
Cn1cc(-c2ccco2)nc1CCNC(=O)CSc1ccc(F)cc1	21
O=C(Nc1nonc1-c1ccc(Cl)cc1)c1ccccc1Br	-2
Cc1cc(C)cc(NC(=O)CN2CCC(C(=O)NCc3nc4ccccc4[nH]3)CC2)c1	0

Additional compounds follow:
SMILES	SSB-PriA inh
C=CCN1C(=O)C(Cc2ccc(OCC)cc2)SC1=NN=Cc1cccs1 (stereo not given)	-26
N#Cc1c(N=Cc2cccnc2)sc2c1CCCC2	-7
Cc1ccc(Cn2c(CO)cnc2SCc2ccccc2C)cc1	23
Cc1cc2oc(=O)cc(CN3CC(C)OC(C)C3)c2cc1Cl (stereo not given)	-21
Cc1ccc(/C=C/S(=O)(=O)NCCn2nc(-c3ccccn3)c3c2CCCC3)cc1	-12
C=c1oc(C)cc1=C1NN=C(SCC(=O)Nc2ccccc2OC)O1	2
O=C(NCCn1ncc2c(=O)n(Cc3ccc([N+](=O)[O-])cc3)cnc21)c1ccc2c(c1)OCO2	-17
COc1ccc(CC(=O)N2CCC[C@H](Cc3nc(-c4ccccc4F)no3)C2)cc1OC	-9
COc1ccc(N2CCN(S(=O)(=O)CCNC(=O)c3cccc(Cl)c3)CC2)cc1	8
O=C(NN=Cc1ccccc1)c1cc[n+]([O-])cc1	1
Cc1ccc(C(=O)NCc2nnc(SCC(=O)N3CCc4ccccc43)n2-c2ccc(F)cc2)cc1[N+](=O)[O-]	-7
CC(=NN1CCN(Cc2ccc(Cl)cc2)CC1)c1ccc([N+](=O)[O-])cc1	44*
CC(=O)c1cc2c(cc1NC(=NS(=O)(=O)c1ccc(C)cc1)c1ccccc1)OCO2	10
COc1ccc(NC(=O)C2CCc3nc(C)[nH]c3C2)cn1 (stereo not given)	-8
COc1ccc2c(c1)CCC[C@@]2(O)CNC(=O)CSCc1ccccc1	7
CCOC(=O)c1sc(NC(=O)COc2ccccc2)c(SC#N)c1C	-1
O=C(NCCn1nc(C2CC2)n(-c2ccccc2)c1=O)c1ccc(Cl)s1	-6
O=C(NC1CCCCC1)N1CCN(c2ccc3nnc(-c4ccco4)n3n2)CC1	-8
CCOC(=O)CCC(=NNC(N)=O)c1ccc(OC)c(Cl)c1	-20
CCCNC(=O)/C(C#N)=C1\N=C(NC(=O)c2ccc(Cl)cc2Cl)c2ccccc21	-23
N#C/C(C(N)=O)=C1\Oc2c(cc(O)cc2-c2ccc(Cl)c(Cl)c2)S1	-18
O=C(Nc1ccc2c(c1)OCO2)N1CCCC(c2nnc(-c3cccs3)o2)C1 (stereo not given)	-10
CN(C)CCC1c2ccc(Cl)cc2CCc2cccnc21 (stereo not given)	-13
O=C(Nc1cccc2nsnc12)c1cc(N2CCCC2)ncn1	-4
c1csc(CNCc2ccoc2)c1	-19
CSc1cccc2sc(NC(=O)c3ccc(S(=O)(=O)N(CCC#N)CCC#N)cc3)nc12	2
O=C(c1c[nH]c(=O)[nH]1)N1CCCC(Oc2cnccn2)C1 (stereo not given)	-11
C[C@](O)(CNS(=O)(=O)c1ccccc1Br)c1cc2ccccc2s1	14
COc1cc(C2C(=C(O)c3cc(C)ccc3C)C(=O)C(=O)N2CCN(C)C)ccc1O (stereo not given)	0
COc1ccccc1CCNC(=O)Cc1csc(NC(=O)c2ccc(Cl)cc2)n1	-8
CC(CCc1ccco1)=NNC(=O)CCC(=O)Nc1ccc(Br)cc1	3
COc1ccc(C(=O)NN=C2CCS(=O)(=O)c3ccc(F)cc32)cc1OC	-5
CCOc1ccc(S(=O)(=O)Nc2ccc3c(c2)N(C(=O)c2ccco2)CC3)cc1C	15
CCN1CCN(C(=O)NCCn2ccc(-c3ccsc3)n2)C(=O)C1=O	1
COC(=O)c1cc(C)sc1N1C(=O)C2CNC3(C(=O)Nc4ccc(Br)cc43)C2C1=O (stereo not given)	-1
Cc1cc(C(=O)Nc2nc(C(=O)NCCc3ccc(S(N)(=O)=O)cc3)co2)no1	-9
COc1ccc(C=NNC(=O)c2cccc(NC(=O)c3ccccc3Cl)c2)cc1OC	-3
O=C(CSc1cccc2cccnc12)Nc1ccc(/C=C/c2ccccc2)cc1	50
CCOC(=O)N1CCc2c(sc(NC(=O)c3cc4cc([N+](=O)[O-])ccc4s3)c2C(N)=O)C1	-6
C/C=C/C(=O)Nn1cnc2c(cnn2-c2ccc(C)cc2)c1=O	4
COc1ccc(C2(C(=O)NCC(C)(O)c3ccco3)CCOCC2)cc1 (stereo not given)	2
Br/C(C=NNc1nc(N2CCOCC2)nc(N2CCOCC2)n1)=C/c1ccccc1	3
CCCCCCNC(CC(=O)Nc1ccc(C(C)=O)cc1)C(=O)O (stereo not given)	-25
CCOC(=O)N1CCN(S(=O)(=O)c2ccc(C(=O)Nc3nnc(-c4ccc(Cl)s4)o3)cc2)CC1	0&8
Cc1cc(C)n(-c2ccc(N3CCC(C(=O)NCc4sc(-c5cccs5)nc4C)CC3)nn2)n1	-11
Nc1ncnc(NNC(=O)CNC(=O)c2cc(Br)ccc2Cl)c1[N+](=O)[O-]	-10
Cc1ccc(S(=O)(=O)N=C2C=C(Nc3cccc(C(=O)O)c3)C(=O)c3ccccc32)c(C)c1	15
COCC(=O)Nc1ccc2c(c1)CCC(=O)N2C	3
O=C(CON=Cc1ccc(OC(F)F)cc1)NCc1ccco1	6
COC(=O)CSc1nnc(CNC(=O)c2cccc(C)c2)n1C	-11
CCCNC(=O)C(=O)Nc1cccc(N2CCCS2(=O)=O)c1	-6
O=C(c1cccs1)N1CCN(C(=O)C2CC2c2cccs2)CC1 (stereo not given)	-5
N#Cc1ccc(Oc2ccc(N3C(=O)C4C5C=CC(C5)C4C3=O)cc2)cc1 (stereo not given)	-12
COc1ccc(-c2noc(CSc3n[nH]c(=O)c4cc(-c5cccs5)nn34)n2)c(OC)c1	-12
CC(C)c1cccc2sc(N3CCN(C(=O)Cc4cccc5ccccc45)CC3)nc12	-2
COc1ccc2nc(N=C(N)NC(=O)N3c4ccccc4Sc4ccccc43)nc(C)c2c1	-6
CN(C)c1nccc(CNC(=O)c2ccccc2Cl)n1	-8
O=C(c1ccco1)N1CCN(C(=O)c2csc3nc(-c4ccc(F)cc4)cn23)CC1	-8
O=C(Cc1ccc(F)cc1)N1CCC(c2cccs2)CC1	7
Fc1ccccc1Cn1nnc2ccccc21	-33

Among those listed so far, two have a COOH group:
SMILES	SSB-PriA inh
CCCCCCNC(CC(=O)Nc1ccc(C(C)=O)cc1)C(=O)O (stereo not given)	-25
Cc1ccc(S(=O)(=O)N=C2C=C(Nc3cccc(C(=O)O)c3)C(=O)c3ccccc32)c(C)c1	15

Next section.
SMILES	SSB-PriA inh
O=C(Nc1cc(C(F)(F)F)cc(C(F)(F)F)c1)c1cccc(S(=O)(=O)N2CCCCCC2)c1	-10
CCCCCCC1C(=NNC(=O)c2ccccc2)CCC1C(=O)OC (stereo not given)	-10
O=C(CN1CCOC1=O)N1CCCCC(c2ccc(F)cc2)C1 (stereo not given)	-9
O=C(NN=Cc1cn(-c2ccccc2)nc1-c1ccccc1)c1ccc(Br)o1	-1
c1cnc(-c2noc(C3CN(Cc4ccoc4)C3)n2)nc1	4
CCOC(=O)c1c(-c2ccccc2)csc1NC(=O)C(Sc1ccccc1)c1ccccc1 (stereo not given)	-7
CCN(CC)c1ccc2cc(/C(N)=N\NC(C)=O)c(=O)oc2c1	-16
Cc1ccc(NC(=O)N2CCN(c3ccc4nncn4n3)CC2)c(C)c1	-3
O=C(C1CCN(c2ccc(-c3ccc(F)cc3)nn2)CC1)N1CCc2ccccc21	-7
O=C1NCCOc2ccc(NS(=O)(=O)c3ccc(F)cc3)cc21	-5
COc1cc(S(=O)(=O)NCCc2c(C)[nH]c3ccc(OC(F)(F)F)cc23)ccc1Cl	4
O=C(Cc1c(F)cccc1Cl)NCCn1nc(-n2ccnc2)ccc1=O	-5
O=C(N[C@H](c1cccnc1)C1CCOCC1)c1ccccc1C(F)(F)F	-16
CSc1ncccc1C(=O)N1CCC(CNC(=O)c2ccccc2C(F)(F)F)CC1	-6
CC(=NNC(=O)C(N)=O)c1ccc(Br)cc1	-20
COc1ccc(C(=O)Nc2ccc(S(N)(=O)=O)cc2)cc1I	2
O=S(=O)(c1cccc2c(S(=O)(=O)N3CCCCC3)cccc12)N1CCCCC1	-9
CCCCCCCCCOC(=O)CCN1C(=O)/C(=C2\SC(=S)N(CCC(=O)OCCCCCCCCC)C2=O)SC1=S	-1
O=S(=O)(/C=C/c1ccccc1)N1CCSC(c2ccccc2F)CC1 (stereo not given)	-10
CC1(C)CC(=O)C2=C(C1)OC(=N)C(C#N)[C@H]2c1ccco1 (stereo not given in full)	-1

An excerpt of these results, field by field:
structure: Nc1ncnc(NNC(=O)CNC(=O)c2cc(Br)ccc2Cl)c1[N+](=O)[O-]
  SSB-PriA inh: -10

structure: Cc1ccc(S(=O)(=O)N=C2C=C(Nc3cccc(C(=O)O)c3)C(=O)c3ccccc32)c(C)c1
  SSB-PriA inh: 15

structure: COCC(=O)Nc1ccc2c(c1)CCC(=O)N2C
  SSB-PriA inh: 3

structure: O=C(CON=Cc1ccc(OC(F)F)cc1)NCc1ccco1
  SSB-PriA inh: 6

The listing picks up, repeating the two entries before the break.
SMILES	SSB-PriA inh
O=S(=O)(/C=C/c1ccccc1)N1CCSC(c2ccccc2F)CC1 (stereo not given)	-10
CC1(C)CC(=O)C2=C(C1)OC(=N)C(C#N)[C@H]2c1ccco1 (stereo not given in full)	-1
O=C(Nc1cccc2nsnc12)C1CN(C(=O)COc2ccccc2F)C1	-19
Cc1nc(C)c(-c2ccc(SCc3cccc(Cl)c3)nn2)s1	-10
COc1ccc(C(CNC(=O)C(=O)Nc2cccc(C)c2C)N2CCN(C)CC2)cc1 (stereo not given)	-4
COc1ccc(CCS(=O)(=O)Nc2ccc3c(c2)CC(=O)N3)cc1	24
O=C(NCC(O)Cc1ccccc1)NC1CCCCC1 (stereo not given)	1
CC(CC(=O)Nc1ccc(C)c(Cl)c1)=NNC(=O)c1ccccn1	-1
CC(=NN(C)C)C1=C(O)c2ccccc2C1=O	3
CCOc1ccccc1C(=O)Nc1cc(-c2cn3nc(OC)ccc3n2)ccc1C	-1
CC(=O)Nc1cnc(Oc2ccccc2)nc1	8
CCOc1cccc2sc(N(CCn3nc(C)cc3C)C(=O)c3ccco3)nc12	2
Cc1cccc(C=NNC(=O)c2ccccc2-n2cccc2)c1	15
O=C(CCCc1nnc2c(=O)n(-c3ccc(Cl)cc3)ccn12)N1CCC(N2CCCCC2)CC1	-12
Cc1c(C(=O)NCCn2nc(-c3ccco3)n(C3CC3)c2=O)cnn1-c1ccccc1	-8
Oc1ccc(Br)cc1C=Nn1c(C2CCCCC2)n[nH]c1=S	5
Cc1cc(O)c(C(=O)Nc2ccc(Cl)c(Cl)c2)c(=O)n1Cc1ccc2c(c1)OCO2	-4
CN(C)c1cccc(C(=O)NCC2CCN(S(=O)(=O)c3cccnc3)CC2)c1	-7
Cc1cc2ncc(CCCNC(=O)Cn3nnc4ccccc43)cn2n1	10
O=C(NC[C@H](O)Cn1ccccc1=O)c1ccc(OC(F)(F)F)cc1	-1
CON=C(Cn1ncc(NC2CCCCC2)c(Br)c1=O)c1ccc(Cl)cc1	-5
O=C(c1nc2ccccc2s1)N(CC1CCCO1)c1nc2c(C(F)(F)F)cccc2s1 (stereo not given)	-11
O=C(Nc1ccc2n[nH]nc2c1)c1ccc(N2CCC(Cc3ccccc3)CC2)nn1	-10
COc1cc(/C=C/C(=O)Nc2ccc(S(=O)(=O)N3CCCCC3c3cccnc3)cc2)cc(OC)c1OC (stereo not given)	-9
CCOC(=O)c1c(NC(=O)c2cccnc2)sc(C)c1-c1ccc(Cl)cc1	-8
O=C1C(=O)N(Cc2cccnc2)C(c2cccc(F)c2)C1=C(O)c1ccc2c(c1)OCO2 (stereo not given)	-8
COC(=O)c1ccc(C(=O)NC[C@H]2CCCN2c2ccccc2)cc1	8
CCC(=O)N1CCc2ccc(NC(=O)Nc3ccccc3F)cc2C1	-8
